# TAG inh = inhibitors of triacylglycerol accumulation, primary screen, cell-based, uHTS, fluorescence, H9c2 | inhibition, % at 12.5 µM | 230,000 compounds, 0.66% hits | AID 651582, 2012 | H9c2 cells, Nile Red lipid (TAG) fluorescence; cells loaded with 200 µM oleic acid;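 active = pattern-corrected inhibition of lipid staining of at least 50% with the nuclear-stain viability signal not falling by more than 50%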;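 note: 0% = DMSO wells and 100% = triacsin C control wells; some results filed as inactive read as strong as hits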
# TAG inh DAPI viability = second read-out of TAG inh, no call of its own (marks repeat the call); DAPI nuclei signal change (viability), lower = more cytotoxic, %;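 whole-well DAPI fluorescence read on a plate reader as a viability signal; minus 50 percent equals half of cells still viable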
# An asterisk follows results filed as active. Not all compounds are listed. The share of hits here may be higher or lower than overall.
molecule | TAG inh | TAG inh DAPI viability
COc1cccc(CNc2nc3cc(-c4cccc(C(F)(F)F)c4)sc3c(=O)n2C)c1OC | 2.0 | 7.3
CCC1CCCCN1C(=O)c1cc(COc2ccc3ncccc3c2)on1 (configuration not stated) | -35.6 | -2.5
CC1(C(=O)Nc2cccc(C#N)c2)CCN1C(=O)CCc1ccccc1 (configuration not stated) | -7.4 | -4.4
COc1cccc(CNC(=O)C(=O)NCCC2CCCCN2S(=O)(=O)c2cccs2)c1 (configuration not stated) | 9.9 | -7.8
CC(C)(C)C(=O)CSc1ccc(S(=O)(=O)N2CCCC2)cn1 | -4.8 | 3.4
O=C(/C=C/c1ccc(OCCCF)cc1)NCc1ccc(Cl)c(Cl)c1 | 62.4* | 3.7*
CC(C)CC(=O)c1c[nH]c(C(=O)NCc2cccnc2)c1 | 13.1 | -12.3
CC(=O)N1CCN(S(=O)(=O)c2cccc(C(=O)Nc3ccc4c(c3)OCO4)c2)CC1 | -14.7 | 10.1
NNC(=O)CNC(=O)c1ccc(F)cc1 | 2.1 | -7.9
C[C@@H]1CN([C@H](C)CO)C(=O)c2cc(Br)cnc2O[C@@H]1CN(C)C(=O)Nc1ccccc1 | -5.3 | -14.6
COc1cccc(Nc2nc(C(N)COCc3ccccc3)cs2)n1 (configuration not stated) | 28.7 | -18.1
COc1ccc(C(=O)C2CCCN(Cc3cn[nH]c3-c3ccc(F)cc3)C2)cc1OC (configuration not stated) | -25.9 | 24.1
CC(C)CN1C2CCCC1CC(NC(=O)c1ccc([N+](=O)[O-])cc1)C2 (configuration not stated) | -5.2 | 5.1
CC(=O)c1ccc(NC(=O)CSc2nc3nc(C)cc(C)n3n2)cc1 | 4.0 | -11.7
COC(=O)[C@H](CCSC)NC(=O)Nc1ccc(OC)cc1 | -4.2 | -8.0
CCOC(=O)c1ccc(NC(=O)c2nc[nH]c2C(=O)NC2CCN(C(=O)OC(C)(C)C)CC2)cc1 | 6.7 | 4.9
CC(=O)NNC(=O)c1cc2sccc2s1 | -2.2 | 2.2
Cc1noc(C)c1S(=O)(=O)N(CCc1ccccc1)Cc1ccccc1 | -9.9 | -17.5
c1ccc2c(c1)oc1c(Nc3ccc(CN4CCOCC4)cc3)ncnc12 | 2.4 | 8.9
Cc1nnc(SCC(=O)N2CCN(c3cccc(Cl)c3)CC2)n1C1CC1 | 3.1 | -7.7
O=C(NCCc1cnn(-c2ccccc2)c1)c1cc(COc2c(F)cccc2F)on1 | 17.3 | -4.6
CCN(C[C@H]1N[C@@](C)(C(=O)OC)[C@H]2C(=O)N(Cc3ccccc3)C(=O)[C@@H]12)C(=O)C1CCCCC1 | 0.1 | 0.3
CCn1c(/C=C/c2ccccc2[N+](=O)[O-])nc2ccccc2c1=O | -7.8 | 6.9
O=C(COC(=O)c1ccco1)Nc1cc(S(=O)(=O)N2CCOCC2)ccc1Cl | -7.2 | 7.8
C/C(=C/C#N)Nc1ccc(C)cc1 | -9.2 | 3.2
CCCCn1c(N)c(N(CCOC)C(=O)C2CCN(S(=O)(=O)c3ccc(Cl)cc3)CC2)c(=O)[nH]c1=O | 7.7 | -3.9
Nc1nccc(-c2nn(-c3ccc(Cl)cc3)ccc2=O)n1 | 2.1 | 1.4
CC(C)C(c1nnnn1C1CCCC1)N1CCC(C(N)=O)CC1 (configuration not stated) | -1.3 | 2.0
COc1ccccc1N1CCN(C(=O)c2cccc(S(=O)(=O)N3CCCCCC3)c2)CC1 | 25.4 | -12.3
Cc1ccc(C)c(NC(=S)NCCN(C2CCCCC2)C2CCCC2)c1 | 0.4 | 0.4
Nc1c(C(=O)CSc2nnnn2-c2ccc(O)cc2)c(=O)[nH]c(=O)n1C1CC1 | 1.0 | -0.5
O=C(NCc1cccc(F)c1)Nc1nnc([C@@H]2C[C@H](O)[C@@H](CO)O2)s1 | -5.0 | -1.0
COc1ccc(C(=O)NCCc2nnc3ccc(SCC(=O)N4CCCCC4)nn23)cc1 | 7.6 | 0.2
Cc1ccc(-n2c(SCC(N)=O)nnc2-c2ccccn2)cc1C | -0.4 | -4.6
CS(=O)(=O)c1cccc(C(=O)OCC(=O)Nc2ccc3c(c2)OCO3)c1 | -5.2 | -3.7
Cc1c(C(C)CCCO)oc(=O)c2c1Oc1c(C)c(C(C)C[C@@H](C)O)oc(=O)c1C2 (some centres not stated) | 5.7 | 9.7
CN(c1ccccc1)S(=O)(=O)c1cccc(C(=O)OCC(=O)Nc2ccc3[nH]c(=O)[nH]c3c2)c1 | -6.8 | 2.4
CCOc1ccc(OCCOc2cccc(C(F)(F)F)c2)cc1 | -0.7 | 9.8
COC(=O)c1ccc(N2NC(=O)/C(=C/c3ccc(OC)c(OC)c3)C2=O)cc1 | -3.4 | -7.8
COc1nsnc1NS(=O)(=O)c1ccc(NC(=S)NC(=O)c2ccncc2)cc1 | 9.4 | -4.9
Cc1ccc(CNC(=O)[C@H](Cc2ccccc2)NC(=O)c2ccco2)cc1 | 2.4 | -9.7
Cc1cc(C)n2nc(C(=O)N(C)c3c(N)n(Cc4ccccc4)c(=O)[nH]c3=O)nc2n1 | 5.2 | -5.1
CCOC(=O)c1ccccc1NC(=O)COC(=O)CCNS(=O)(=O)c1cccs1 | 7.3 | 1.6
COc1ccc(C2C(C(C)=O)=C(O)C(=O)N2C)c(OC)c1 (configuration not stated) | 6.3 | -3.5
O=C1N(c2ccccc2)C[C@@H]2C[C@@H](c3cccs3)N3CCC[C@@]123 | -10.5 | -0.2
CCOC(=O)c1cnc(SC2CCc3ccccc3C2=O)nc1N (configuration not stated) | -31.3 | 1.0
Cc1cc(C(=O)OCC(=O)Nc2c(Cl)cccc2C(F)(F)F)c(C)o1 | 20.0 | 0.2
COc1cc(NC(=O)c2ccccc2)c(OC)cc1NC(=O)CN1C(=O)NC2(CCCCC2C)C1=O (configuration not stated) | 16.7 | 8.9
COc1ccc(Cl)cc1-c1cc(C(=O)NCc2cccc(Cl)c2)[nH]n1 | 8.5 | -4.0
Cc1ccc(NC(=O)Cn2c3ccc(F)cc3c3nc4n(c(=O)c32)CCS4)cc1F | 5.7 | -0.6
CC(C)CN(C(=O)CC(C)c1ccccc1)c1c(N)n(Cc2ccccc2)c(=O)[nH]c1=O (configuration not stated) | 5.7 | 2.8
CCCn1c(=O)c(C(=O)NCc2ccc(OC)c(OC)c2)c(O)c2ccccc21 | -1.2 | 14.7
CCCCn1c(SCC(=O)Nc2cc(C)on2)nc2cc(S(N)(=O)=O)ccc21 | 7.3 | 6.1
CCn1c(NC(=O)C(C)C)c2ccccc2nc1=O | -11.7 | 1.8
CC1Cc2nc(SCC(N)=O)n(Cc3ccccc3)c(=O)c2S1 (configuration not stated) | -7.5 | -10.9
CCOC(=O)C1(C)CCCN1C(=O)c1ccc(OC)c(OC)c1 (configuration not stated) | 0.3 | -0.4
Cc1cccc(N2CCN(C(=O)CCN3C(=S)NC(C)(C)CC3C)CC2)c1C (configuration not stated) | -5.3 | 7.8
C#CCOCCOCCOCCNc1nc(N2CCN(C(=O)CCCCCCCCCCNC(=O)Cn3cc(CCCCCN)nn3)CC2)nc(N2CCN(C(=O)CCCCCCCCCCNC(=O)[C@H](CO)n3cc(CCCCCN)nn3)CC2)n1 | 1.1 | 13.1
O=C(N[C@@H]1CCC(=O)N(CC[C@H](Sc2ccc(Br)cc2)c2ccccc2)CC1)OCc1ccccc1 | -6.7 | -3.5
Cn1c(-c2ccccc2[N+](=O)[O-])[n+](C)c2ccccc21 | -3.5 | 1.8

# (cont.)
structure	TAG inh	TAG inh DAPI viability
Cc1ccc(OCc2cc(C(=O)N3CCCC(C)C3)no2)cn1 (configuration not stated)	-19.0	2.0
Clc1ccccc1OCc1nc(-c2ccc(Br)o2)no1	-8.8	11.3
O=S1(=O)CCN(Cc2ccccc2C(F)(F)F)CC1	-2.8	-0.2
COc1ccc(O)c(/C=N/NC(=O)CSc2nnc(C)n2-c2ccccc2)c1	3.0	-21.2
CCCCc1n[nH]c(=S)n1Cc1ccccc1	-11.3	8.2
Cc1ccccc1-c1nc(CN(Cc2c(C)nn(C)c2C)C2CC2)c(C)o1	-17.3	4.5
CCN(CC)C1CCN(C(=O)c2ccc(OC3CCN(C(=O)CCOC)CC3)cc2)C1 (configuration not stated)	-0.4	-1.7
Cc1ccc2cc(/C=N/Nc3ccc(C(=O)O)cc3)c(Cl)nc2c1	12.4	8.5
C[C@H](CO)N1C[C@H](C)[C@@H](CN(C)Cc2ccncc2)Oc2c(NC(=O)c3ccncc3)cccc2C1=O	2.1	4.6
O=C1NC(Cc2ccc(O)cc2)c2nc3cc(F)c(F)cc3c(=O)n2-c2cc3ccccc3cc21 (configuration not stated)	12.1	-3.7
CCOC(=O)c1cn(C2CC2)c2c(F)c(NCCCN(C)C)c(F)cc2c1=O	-17.1	5.4
c1ccc(COc2ncnc3c2ncn3CCCN2CCN(c3ccccn3)CC2)cc1	-9.1	8.5
COc1ccc(CCN(C(=O)c2cccc(F)c2)C2CC(=O)N(c3ccc(OC)cc3)C2=O)cc1 (configuration not stated)	5.4	-0.7
CCCC(C)c1nnc(NC(=O)C(=O)OCC)s1 (configuration not stated)	21.8	-0.6
OC(c1ccc(Cl)cc1)c1ncc(-c2ccc(Oc3ccccc3)cc2)[nH]1 (configuration not stated)	-2.9	-3.1
Cc1cc(C)cc(OCC(=O)N2CCc3ccccc3C2)c1	6.7	-1.6
CN(C)/C=N/c1cc(=O)[nH]c(=O)n1CC1CC1	-8.0	7.6
Cn1c(C2CC(=O)N(Cc3ccccc3)C2)nc2ccccc21 (configuration not stated)	2.1	1.2
CC(=O)c1cn(CC(=O)Nc2c(C)cccc2C)c2ccccc12	-36.8	6.2
Nn1c(SCC(=O)NCCc2ccc(F)cc2)nnc1C1CCCCC1	-6.8	3.5
COc1cccc(-c2nnc3sc(-c4cccs4)nn23)c1	1.7	16.4
COc1cc(C(C)=O)ccc1Oc1cc(NN2CCCCC2)c([N+](=O)[O-])cc1[N+](=O)[O-]	3.9	5.7
O=C(N/N=C/c1ccccn1)c1cc(-c2ccccc2)nc2ccccc12	-3.4	0.7
CCNC(=O)N1CCNC(=O)C1CC(=O)Nc1ccc(C(=O)OCC)cc1 (configuration not stated)	10.2	-2.4
NS(=O)(=O)c1ccc(CNC(=O)Cc2ccc(S(=O)(=O)N3CCOCC3)s2)cc1	-2.7	-1.3
O=c1[nH]c2ccc(NC(=S)NCc3ccccc3)cc2[nH]1	7.3	-3.1
CS(=O)(=O)N(CC(=O)N1CCOCC1)c1ccccc1	-0.2	-5.9
Cc1cc(C)c2c3c(cn2n1)c(=O)n(C)c(=O)n3C	-4.4	0.1
COc1cccc(NC(=O)CN(C)C(=O)c2ccc(COc3ccccc3)o2)c1	2.8	-5.9
CN(CC(=O)Nc1ccccc1C(F)(F)F)C(=O)c1cccc(-n2cccc2)c1	-1.7	-8.8
Cc1ccc2c(c1)nc(NCCO)n2C	15.0	-7.4
F[B-](F)(F)c1cncc2ccccc12	12.6	-26.5
CC(=O)Nc1ccc(C=NNC(=O)CCCC(=O)NN=Cc2ccc(NC(C)=O)cc2)cc1	-11.9	6.6
COc1cc2c(cc1OC)C(C(=O)N1CCN(c3ccccn3)CC1)C(c1cccs1)N(C)C2=O (configuration not stated)	-13.6	-3.8

# Structural class, the entries above with fluorine (16)
structure	TAG inh	TAG inh DAPI viability
COc1cccc(CNc2nc3cc(-c4cccc(C(F)(F)F)c4)sc3c(=O)n2C)c1OC	2.0	7.3
O=C(/C=C/c1ccc(OCCCF)cc1)NCc1ccc(Cl)c(Cl)c1	62.4*	3.7*
NNC(=O)CNC(=O)c1ccc(F)cc1	2.1	-7.9
COc1ccc(C(=O)C2CCCN(Cc3cn[nH]c3-c3ccc(F)cc3)C2)cc1OC (configuration not stated)	-25.9	24.1
O=C(NCCc1cnn(-c2ccccc2)c1)c1cc(COc2c(F)cccc2F)on1	17.3	-4.6
O=C(NCc1cccc(F)c1)Nc1nnc([C@@H]2C[C@H](O)[C@@H](CO)O2)s1	-5.0	-1.0
CCOc1ccc(OCCOc2cccc(C(F)(F)F)c2)cc1	-0.7	9.8
Cc1cc(C(=O)OCC(=O)Nc2c(Cl)cccc2C(F)(F)F)c(C)o1	20.0	0.2
Cc1ccc(NC(=O)Cn2c3ccc(F)cc3c3nc4n(c(=O)c32)CCS4)cc1F	5.7	-0.6
O=S1(=O)CCN(Cc2ccccc2C(F)(F)F)CC1	-2.8	-0.2
O=C1NC(Cc2ccc(O)cc2)c2nc3cc(F)c(F)cc3c(=O)n2-c2cc3ccccc3cc21 (configuration not stated)	12.1	-3.7
CCOC(=O)c1cn(C2CC2)c2c(F)c(NCCCN(C)C)c(F)cc2c1=O	-17.1	5.4
COc1ccc(CCN(C(=O)c2cccc(F)c2)C2CC(=O)N(c3ccc(OC)cc3)C2=O)cc1 (configuration not stated)	5.4	-0.7
Nn1c(SCC(=O)NCCc2ccc(F)cc2)nnc1C1CCCCC1	-6.8	3.5
CN(CC(=O)Nc1ccccc1C(F)(F)F)C(=O)c1cccc(-n2cccc2)c1	-1.7	-8.8
F[B-](F)(F)c1cncc2ccccc12	12.6	-26.5

# Bioassay records from PubChem.
